TNAP inh hiacc: inhibitors of human TNAP at high phosphate acceptor concentration | 200,000 tested, 0.03% active | purified TNAP, CDP-star luminescence, 1 M DEA | P05186 | inhibition, % at 20 µM;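 active = over 50% inhibition of tissue-nonspecific alkaline phosphatase at 20 µM in the single-dose screen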;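 note: plate controls were DMSO wells for no effect and EDTA-quenched wells as full inhibition for full effect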
Target sequence (P05186 whole entry, looked up): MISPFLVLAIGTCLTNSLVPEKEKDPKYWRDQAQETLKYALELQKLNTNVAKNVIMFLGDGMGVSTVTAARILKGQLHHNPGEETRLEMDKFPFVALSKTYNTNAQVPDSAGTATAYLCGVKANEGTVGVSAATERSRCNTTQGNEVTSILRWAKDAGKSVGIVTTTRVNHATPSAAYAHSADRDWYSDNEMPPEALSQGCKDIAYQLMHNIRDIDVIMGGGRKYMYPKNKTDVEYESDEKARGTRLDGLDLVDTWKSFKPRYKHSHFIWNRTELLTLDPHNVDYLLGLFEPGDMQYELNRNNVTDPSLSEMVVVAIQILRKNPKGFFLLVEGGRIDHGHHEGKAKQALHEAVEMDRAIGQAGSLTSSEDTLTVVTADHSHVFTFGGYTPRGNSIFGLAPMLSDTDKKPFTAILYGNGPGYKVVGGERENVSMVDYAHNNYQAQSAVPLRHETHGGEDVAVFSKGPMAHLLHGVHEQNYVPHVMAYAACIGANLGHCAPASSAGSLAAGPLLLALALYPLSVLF
PPARg SRC-2 ag: agonists of SRC-2 recruitment by human PPARgamma; activation, % at 8 µM; 200,000 tested, 0.34% active; AID 1032; PPARgamma LBD-SRC-2 recruitment, biochemical; P37231; in the data active = activation above about 22%;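 note: 0% = vehicle and 100% = reference agonist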
Target sequence (P37231 whole entry, looked up, the tested form may be a part): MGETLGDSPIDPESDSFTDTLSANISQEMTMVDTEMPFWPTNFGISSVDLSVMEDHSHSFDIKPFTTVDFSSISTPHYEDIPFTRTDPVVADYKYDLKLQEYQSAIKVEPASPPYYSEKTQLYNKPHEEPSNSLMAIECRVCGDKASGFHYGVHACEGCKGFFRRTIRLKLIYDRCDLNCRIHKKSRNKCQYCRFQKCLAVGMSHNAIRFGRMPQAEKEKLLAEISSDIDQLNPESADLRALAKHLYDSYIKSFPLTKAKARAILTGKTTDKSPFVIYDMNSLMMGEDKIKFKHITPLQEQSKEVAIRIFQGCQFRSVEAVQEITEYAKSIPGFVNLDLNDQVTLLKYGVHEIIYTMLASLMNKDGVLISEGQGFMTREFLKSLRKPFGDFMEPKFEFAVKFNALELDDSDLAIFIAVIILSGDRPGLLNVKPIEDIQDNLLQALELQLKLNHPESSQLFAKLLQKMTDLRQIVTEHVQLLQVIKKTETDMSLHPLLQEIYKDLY
HMGR II inh: blocks class II HMG-CoA reductase of Enterococcus faecalis; purified E. faecalis HMGR, NADPH absorbance 340 nm kinetic; inhibition, % at 10 µM; 190,000 tested, 0.41% active; AID 1066;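 active = inhibition above a set limit, the median over all tested compounds plus 3 SD, cut at about 9.5% in these data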;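 note: enzyme runs in reverse so mevalonate oxidation gives rising NADPH absorbance; 0% = complete reaction with DMSO and 100% = background rate lacking mevalonate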
PPARg SRC1 recr: PPARgamma-driven SRC-1 recruitment agonism; AID 631; 200,000 tested, 0.41% active; activation, % at 8 µM; PPARgamma-SRC-1 coactivator recruitment biochemical assay; P37231; in the data active = activation above about 19%;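 note: 0% = DMSO and 100% = reference agonist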
TNAP inh no acc: TNAP (human) inhibition, acceptor-free conditions; P05186; inhibition, % at 20 µM; AID 1012; purified TNAP, CDP-star luminescence, 30 min; 200,000 tested, 0.26% active;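 active = tissue-nonspecific alkaline phosphatase inhibition above about 50% at 20 µM in the single-dose screen, limit read from the data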;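 note: 0% = DMSO negative control and 100% = EDTA positive control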
bIAP activator: increases bovine intestinal alkaline phosphatase activity; activation factor at 20 µM; 200,000 tested, 0.17% active; AID 1016; purified bovine IAP, CDP-star luminescence, 30 min; stronger effect = higher value; fold of DMSO-control signal, blank-subtracted;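 active = activation factor of 2 or more at 20 µM, a signal rise over negative controls twice the positive control's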
PPARg SRC-3 ag: agonists of human PPARgamma SRC-3 coactivator recruitment; P37231; activation, % at 8 µM; biochemical PPARgamma/SRC-3 coactivator recruitment assay; 200,000 tested, 0.26% active; AID 731; in the data active = activation above about 23%;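 note: 0% = DMSO and 100% = reference agonist; some compounds past the cut are filed as inactive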
TR-FRET SRC-2 ct: TR-FRET artefact, counter-screen to PPARgamma/SRC-2 agonist assay; stronger effect = higher value; TR-FRET ratio at 8 µM; 200,000 tested, 0.4% active; AID 1049; in the data active = TR-FRET ratio above about 2000; note: inactives centre near 1500
bIAP inhibitor: blocks bovine intestinal alkaline phosphatase activity. inhibition, % at 20 µM. AID 1019. 190,000 tested, under 10 active. purified bovine IAP, CDP-star luminescence, 30 min;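 active = over 50% inhibition of intestinal alkaline phosphatase at 20 µM in the single-dose screen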
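System: purified bovine intestinal alkaline phosphatase (IAP) enzyme; Input: IAP diluted 1/65,000,000 in the well; Measured by: CDP-star luminescence signal; Compound dosing: 20 µM single dose; Incubation: 30 min reaction at room temperature.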
TNAP act hi DEA: activators of human TNAP at high phosphate acceptor concentration; purified TNAP, CDP-star luminescence, 1 M DEA, 30 min; stronger effect = higher value; 0 = EDTA background, 1 = DMSO-only activity; AID 1136; P05186; activation factor at 20 µM; 200,000 tested, under 10 active;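 active = activation factor at least 2 at 20 µM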
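system = human TNAP | amount = enzyme diluted 1/800 final | reagent = 100 µM CDP-star substrate | signal = luminescent substrate turnover signal | dosing = one dose, 20 µM | benchmarks = EDTA negative control, DMSO positive control | measure = activation factor | timing = 30 min reaction, room temperature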
Active calls of the source: *.

SMILES	TNAP inh hiacc	PPARg SRC-2 ag	HMGR II inh	PPARg SRC1 recr	TNAP inh no acc	bIAP activator	PPARg SRC-3 ag	TR-FRET SRC-2 ct	bIAP inhibitor	TNAP act hi DEA
CCCCOc1ccc(C(=O)NN2CCN(C)CC2)cc1	-8	-1	-7	-1	-9	0.8	0	1601	16	1.1
Oc1ccc(C2=NNC(=NCc3ccc4c(c3)OCO4)SC2)c(O)c1	7	6	-1	7	23	1	5	1636	5	0.9
CC(C)C(=O)N1CCN(c2ccc([N+](=O)[O-])c(NC(C)c3ccccc3)c2)CC1 (stereo not drawn)	13	8	0	0	-2	1	0	1602	4	0.9
COc1ccc(S(=O)(=O)Nc2ccc(O)c(Sc3nc4ccccc4s3)c2)cc1	-2	2	2	0	-6	1	-2	1417	-3	1
CC1=C(OC(=O)C(C)(C)C)C(C)(C)C(c2ccccc2)OC1=O (stereo not drawn)	-6	-2	0	2	2	1.1	1	1540	-6	1.1
O=C(CCCc1nc(-c2ccc(Cl)cc2)no1)Nc1cccnc1	0	-6	-6	-6	-7	0.9	4	1529	5	1
S=c1[nH]nc(-c2ccc(Br)cc2)n1Cc1ccco1	-3	-1	-4	2	30	0.6	-3	1420	43	1
CCN1CCN(CCNC(=O)c2ccc(CS(=O)(=O)c3c(Cl)cccc3Cl)o2)CC1	-4	8	4	0	-15	1	1	1631	0	1
CC(C)CNC(=O)COc1ncnc2ccccc12	-4	-5	-3	1	-3	0.9	5	1606	8	1
CN(C(=O)COc1ncnc2c1cnn2-c1ccccc1)C1CCCCC1	-3	10	-16	8	-17	1	1	1552	3	1
Cc1ccsc1/C=N/NC(=S)NCCc1ccccc1	-1	5	4	11	-44	0.5	7	1622	48	1
COc1ccc(C(=O)NNC(=S)NC(=O)c2ccco2)cc1	-4	15	-1	1	-3	1.5	6	1530	-47	1
Cc1cc(SCC(=O)N(C)c2c(N)n(Cc3ccccc3)c(=O)[nH]c2=O)nc2ccccc12	-5	-1	-1	7	-5	1	6	1579	2	1
O=[N+]([O-])c1cc(-c2nc(-c3ccncc3)no2)cc([N+](=O)[O-])c1	1	-4	1	-6	-6	1.1	1	1309	-11	1
COc1cc2[nH]c(=O)n(Cc3ccccc3Cl)c(=O)c2cc1OC	2	4	-7	4	4	1	11	1588	-2	1
NC(=O)COC(=O)CC1CC2CCC1C2 (stereo not drawn)	-3	-7	-1	-4	-6	1.1	-8	1749	-10	1
COc1ccc(/C=C2\SC(=O)NC2=S)cc1OC	10	-5	-3	0	1	0.9	3	1508	7	0.9
O=c1[nH]cnc2c1sc1nc(-c3ccccc3)c3c(c12)CCCC3	-1	-9	-5	-4	12	1	2	1730	-5	1
Cn1ncc(C#N)c1/N=C/N1CCCCCC1	-8	-10	0	6	-18	1	5	1534	4	1.1
Cc1cc(NC(=O)CCC(=O)N(CC(=O)NCC2CCCO2)c2ccccc2C)no1 (stereo not drawn)	-8	6	-2	0	-12	1.1	-5	1525	-8	1.1
Cc1cccc(C(=O)NC(NCCc2ccccc2)C(Cl)(Cl)Cl)c1 (stereo not drawn)	-7	6	1	-4	-7	0.9	-4	1405	6	1.1
O=C(Nc1cccc(C(=O)N2CCOCC2)c1)c1ncn[nH]1	-3	1	3	-4	-10	1	-7	1500	2	1
Cc1cc(C)c(NC(=O)COc2nncc3ccccc23)c(C)c1	-4	2	-2	1	-14	0.9	2	1530	8	1
COc1ccc(OC)c(C2C(C#N)=C(N)Oc3cc(N)ccc32)c1 (stereo not drawn)	-2	-4	3	3	-6	0.9	-4	1412	8	1
CC(C)OC(=O)CC(NC(=O)OC(C)(C)C)c1ccccc1 (stereo not drawn)	4	9	-17	-4	0	1.2	-2	1206	-24	1

Of the compounds above, these contain an NH in an aromatic ring.
SMILES	TNAP inh hiacc	PPARg SRC-2 ag	HMGR II inh	PPARg SRC1 recr	TNAP inh no acc	bIAP activator	PPARg SRC-3 ag	TR-FRET SRC-2 ct	bIAP inhibitor	TNAP act hi DEA
S=c1[nH]nc(-c2ccc(Br)cc2)n1Cc1ccco1	-3	-1	-4	2	30	0.6	-3	1420	43	1
Cc1cc(SCC(=O)N(C)c2c(N)n(Cc3ccccc3)c(=O)[nH]c2=O)nc2ccccc12	-5	-1	-1	7	-5	1	6	1579	2	1
COc1cc2[nH]c(=O)n(Cc3ccccc3Cl)c(=O)c2cc1OC	2	4	-7	4	4	1	11	1588	-2	1
O=c1[nH]cnc2c1sc1nc(-c3ccccc3)c3c(c12)CCCC3	-1	-9	-5	-4	12	1	2	1730	-5	1
O=C(Nc1cccc(C(=O)N2CCOCC2)c1)c1ncn[nH]1	-3	1	3	-4	-10	1	-7	1500	2	1

(more compounds)
SMILES	TNAP inh hiacc	PPARg SRC-2 ag	HMGR II inh	PPARg SRC1 recr	TNAP inh no acc	bIAP activator	PPARg SRC-3 ag	TR-FRET SRC-2 ct	bIAP inhibitor	TNAP act hi DEA
O=c1cc(O)c2c(=O)n(-c3ccccc3)c3c(c2o1)CCCCC3	-1	3	-2	8	-8	0.9	1	1661	15	1
Cc1c(-c2ccc(Br)cc2)[n+](=O)c2c(n1[O-])CCCC2	-2	0	-2	-4	-4	1	-4	1260	-4	1
CCN1/C(=C/c2ccc3ccc(C)cc3[n+]2CC)Sc2ccccc21	24	0	-2	0	15	1	3	1613	-4	0.8
COC(=O)C1=C(C)N(C)C(C)=C(C(=O)OC)C1c1cccc(Br)c1	-9	11	1	14	-14	1	4	1606	-2	1.1
CCCCCOC(=O)C1C(c2ccccc2)C(C(=O)O)C1c1ccccc1 (stereo not drawn)	-5	0	5	4	-10	0.6	8	1699	36	1.1
Cc1ccccc1NC(=O)N1CCCC(c2nc(-c3ccc(F)cc3)no2)C1 (stereo not drawn)	-3	-12	-4	0	-11	0.7	-15	1489	28	1
CC(C)c1nc(-c2c(N)n(C)c(=O)n(C)c2=O)sc1C(=O)C(C)(C)C	2	3	5	0	-15	0.9	2	1495	8	1
O=C(Nc1ncccc1Cl)c1cccc(F)c1	-9	7	0	3	-16	0.9	-9	1515	12	1.1
O=C1C2=C(SCCS2)C(=O)N1c1ccccc1	-5	-9	2	-6	-15	0.9	2	1524	13	1
COc1ccc(CCn2c(C)cc(C(=O)CCl)c2C)cc1OC	-5	0	-3	1	-2	1.1	8	1582	-10	1.1
CC(=O)Nc1ccc(/C=N/NC(=O)c2cccs2)cc1	-1	16	3	4	3	1	8	1834	-2	1
CC(C)=C1C2CCC1C(C(=O)NCCc1ccccc1)C2C(=O)O (stereo not drawn)	-7	5	0	5	-8	0.9	-1	1679	12	1.1
COc1ccc(OCCSc2nnc(-c3ccc(OC)cc3)n2N)cc1	-8	6	-4	0	-12	0.9	2	1516	10	1.1
COC(=O)c1[nH]c2cccc(OC)c2c1NC(=O)CN1CCC(C(N)=O)(N2CCCCC2)CC1	-2	3	-5	8	-6	1	3	1522	3	1
CN1C(=O)CC(N2CCN(c3ncccn3)CC2)C1=O (stereo not drawn)	-5	8	-1	10	-19	0.8	12	1569	16	1.1
COc1ccc(N2C(=O)C3[C@@H](C2=O)C2(Cl)C(Cl)=C(Cl)C3(Cl)C2(OC)OC)cc1 (stereo partly drawn)	1	10	-1	-4	4	0.6	2	1536	41	1
Cc1nc(N2CCN(c3ccccc3)CC2)[nH]c(=O)c1Cc1ccccc1	-2	-3	-3	0	10	1	-3	1515	-1	1
CCc1cc2c(SCC(=O)Nc3cc(C)on3)ncnc2s1	-1	8	1	10	-14	1	0	1612	-4	1
COC(=O)c1sc(S(=O)(=O)Nc2ccc3cn[nH]c3c2)c(C(=O)OC)c1C	-4	-4	-7	2	-10	1	-2	1628	3	1
O=C(Nc1ccn(Cc2ccccc2)n1)c1ccc(F)cc1	-5	10	-3	7	-10	1	1	1761	3	1
Cc1ccc(NC(=O)NC(=O)CSc2nnc(-c3ccc(Cl)cc3Cl)n2N)c(C)c1	4	6	-5	7	-10	0.9	5	1605	9	1
CCCCN(CC)S(=O)(=O)N1CCC(C(=O)NCc2ccc(F)cc2)CC1	-4	7	4	7	-11	1	15	1618	-1	1
O=C(Nc1ccccc1Cl)c1ccccc1Oc1ccc(C(F)(F)F)cc1[N+](=O)[O-]	-4	0	1	2	-8	0.8	2	1634	15	1
Cc1cc2cc(C(c3nnnn3Cc3ccco3)N3CCc4ccccc43)c(=O)[nH]c2cc1C (stereo not drawn)	-4	7	-2	12	-5	1	11	1670	-5	1
Nc1cnc(-c2ccccc2)nc1Cl	-10	6	-2	2	-7	0.9	-2	1596	10	1.1

Later entries
SMILES	TNAP inh hiacc	PPARg SRC-2 ag	HMGR II inh	PPARg SRC1 recr	TNAP inh no acc	bIAP activator	PPARg SRC-3 ag	TR-FRET SRC-2 ct	bIAP inhibitor	TNAP act hi DEA
O=C(c1ccccc1)N1CCN(C(=O)c2ccccc2)C1c1ccccc1	-6	-2	-2	-1	-16	1	-12	1276	1	1.1
O=C(N/N=C/c1cccc(OC2CSC2)c1)c1ccccc1O	-6	1	-5	0	-7	1	0	1716	0	1.1
O=C(NC1CCC(NC(=O)C2CCCO2)CC1)C1CCCO1 (stereo not drawn)	-2	2	-4	3	-8	1	10	1585	-3	1
CCOc1ccc(/C=N/Nc2nncc(-c3ccccc3)n2)cc1OC	-3	2	-5	9	-8	1	6	1528	-3	1
Cc1cc(C(=O)CSc2nc3ccc(Cl)cc3[nH]2)c(C)n1C	-3	-7	1	-4	-9	1.3	5	1361	-31	1
COc1ccccc1NC(=O)CSc1nc(N)c(-c2ccccc2)c(=O)[nH]1	-1	-7	-2	1	9	1	-1	1438	0	1
CC(C)(C)c1nn(-c2ccccc2)c2nc(Cl)c(C=O)cc12	-5	5	-1	4	-12	0.9	5	1441	13	1
COc1cc(/C=N/NC(=O)c2cnccn2)ccc1O	4	4	1	6	-8	0.9	0	1587	14	1
CCCc1nc2c([nH]1)C(c1cccnc1)C(C#N)=C(N)O2 (stereo not drawn)	-5	2	4	1	4	0.9	0	1522	8	1
COc1cccc(C2/C(=C(/O)c3ccc(C)cc3)C(=O)C(=O)N2Cc2ccco2)c1 (stereo not drawn)	3	-4	5	-2	0	0.9	-5	1590	12	1
O=C(O)C1C2C=CC(C3CC23)C1C(=O)O (stereo not drawn)	0	3	-1	-4	-4	1	4	1402	-5	1
CCN(CC)S(=O)(=O)c1ccc(/C(O)=C(\C#N)c2nc3ccccc3n2C)cc1	-8	4	-2	4	-10	1.1	2	1525	-10	1.1
Cc1ccc(NC(=O)N/C=C/c2ccccc2)cc1	-3	4	-4	-2	-9	0.8	1	1391	16	1
COCCn1c(-c2ccc(OC)cc2)cnc1SCC(=O)Nc1cc(C)on1	-3	2	0	0	-11	1	-2	1551	4	1
N=C1S/C(=C\c2ccco2)C(=O)N1c1nccs1	16	4	-6	15	-59	1.1	3	1883	-10	0.8
Cc1c(NC(=O)Cc2noc3ccccc23)cccc1[N+](=O)[O-]	0	6	0	1	2	1.2	3	1737	-18	1
COC(=O)c1cc2c(C)c(C)c3ccccn3c-2c1C(=O)OC	2	32*	-7	18	-6	0.7	35*	2102*	31	1
O=C(O)c1cc([N+](=O)[O-])ccc1NCCO	8	-3	-3	-3	-5	0.9	-4	1586	13	0.9

From PubChem BioAssay
